Screening data (PubChem)
PglD inh = blocks C. jejuni PglD acetyltransferase activity | purified PglD enzyme, DTNB colorimetric CoA detection | inhibition, % at 12.5 µM | 0.098% of 360,000 active | AID 602405; in the data active = inhibition above about 16%, passing the limit was not always enough; inconclusive = no clear call, values can overlap the other calls; note: strong numbers were not always called active
RAD54 branch = inhibitors of human RAD54 branch migration. inhibition, % at 10.4 µM. AID 602329. Q92698. 0.14% of 360,000 active. RAD54 Holliday junction branch migration, FAM/BHQ fluorescence;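 active = mean normalized replicate activity at least 40 and at least half of replicates scoring 40 or more; inconclusive = only one of the two criteria met; inactive = mean below 40 and under half of replicates reaching 40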;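 note: 0% = median of neutral control wells and 100% = median of positive control wells; inhibitors cause a drop in the FAM fluorescence signal; in these data hits start at about 50%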
ERp5 block = blocks human ERp5 reductase activity on insulin; ERp5 insulin aggregation, absorbance 650 nm, 90 min; inhibition, % at 9.99 µM; 0.05% of 350,000 active; AID 651711;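 active = mean replicate inhibition above about 25%, with every replicate also reaching it, limit read from the data, passing the limit was not always enough; inconclusive = only one of those two criteria met; inactive = neither criterion met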
ARNT-TACC3 inh = ARNT/TACC3 interaction disruption. inhibition, % at 9.99 µM. AID 623870. AlphaScreen His-ARNT PAS-B/GST-TACC3 binding, luminescence; TACC3 fragment carries E629A point mutation. 0.66% of 390,000 active. Q9Y6A5;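 active = mean inhibition of replicates at least 50% and at least half of replicates each reaching 50%; inconclusive = half or more replicates reach 50% but mean below 50%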;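 note: 0% = complete ARNT plus TACC3 wells and 100% = ARNT alone without TACC3; many hits fall short of the cut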
RAD52 inh = blocks human RAD52 DNA annealing. P43351. recombinant RAD52 DNA annealing, FRET fluorescence. inhibition, % at 18.7 µM. 0.46% of 360,000 active. AID 651710;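 active = every replicate showing at least 50% inhibition; inconclusive = mean inhibition at least 50% but not in every replicate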
Target sequence (P43351 whole entry, looked up): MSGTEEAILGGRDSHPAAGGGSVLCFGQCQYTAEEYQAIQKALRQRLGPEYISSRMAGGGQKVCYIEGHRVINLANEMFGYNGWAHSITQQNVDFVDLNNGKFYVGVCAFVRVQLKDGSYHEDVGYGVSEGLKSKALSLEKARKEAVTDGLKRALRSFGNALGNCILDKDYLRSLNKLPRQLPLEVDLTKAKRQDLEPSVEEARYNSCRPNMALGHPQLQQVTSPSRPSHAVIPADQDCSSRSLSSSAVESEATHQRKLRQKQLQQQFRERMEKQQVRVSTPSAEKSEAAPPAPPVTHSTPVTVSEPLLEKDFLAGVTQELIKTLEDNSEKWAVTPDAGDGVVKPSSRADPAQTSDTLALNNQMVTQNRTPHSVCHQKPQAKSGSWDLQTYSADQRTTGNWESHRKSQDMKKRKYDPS
E-sel inducer = E-selectin induction on HUVECs; P16581; HUVEC E-selectin immunofluorescence imaging; normalized: neutral wells 0, TNF-alpha wells 100; activation, % at 7.58 µM; 0.37% of 260,000 active;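 active = mean E-selectin-positive cell signal at least 10% of the positive control, reached in at least 60% of replicates, without over 20% cell loss; inconclusive = no rule given, readout overlaps actives, possibly toxicity-flagged; inactive = the rest, including those meeting only one limit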;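 note: in these data hits start at about 27%; measured in HUVEC primary endothelial cells; signal is the percent of cells scored E-selectin positive by PE staining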
Target sequence (P16581 whole entry, looked up): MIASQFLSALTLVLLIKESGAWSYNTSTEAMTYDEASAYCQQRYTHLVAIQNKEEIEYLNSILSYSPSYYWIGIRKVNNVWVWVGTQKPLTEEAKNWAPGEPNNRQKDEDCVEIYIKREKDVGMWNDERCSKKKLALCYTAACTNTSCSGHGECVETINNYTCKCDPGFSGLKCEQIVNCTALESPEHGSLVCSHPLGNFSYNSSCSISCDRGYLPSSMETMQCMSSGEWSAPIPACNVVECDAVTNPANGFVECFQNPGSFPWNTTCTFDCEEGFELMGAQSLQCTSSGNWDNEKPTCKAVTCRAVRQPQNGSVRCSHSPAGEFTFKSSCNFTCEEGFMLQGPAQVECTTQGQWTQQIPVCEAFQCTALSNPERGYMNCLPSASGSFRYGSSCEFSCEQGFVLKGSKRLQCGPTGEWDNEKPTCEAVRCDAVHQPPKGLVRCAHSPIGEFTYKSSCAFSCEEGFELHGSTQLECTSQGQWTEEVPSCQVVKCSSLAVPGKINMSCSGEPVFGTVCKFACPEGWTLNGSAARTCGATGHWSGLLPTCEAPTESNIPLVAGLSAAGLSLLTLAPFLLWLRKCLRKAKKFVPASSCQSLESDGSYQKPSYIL
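Read-out: % PE-positive cells | Test system: HUVEC | Doses: One compound dose added by pin transfer | Buffer or medium: EGM-2 over gelatin coat | Signal: Immunofluorescence imaging | Benchmarks: TNF-alpha, DMSO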
esBAF inh = inhibitors of esBAF chromatin remodeling in mouse ES cells; Bmi1-luciferase knock-in reporter, 24 h; 100% = twice the neutral-well signal; reporter increase, % at 12.5 µM; 2% of 350,000 active; in the data active = activation above about 40%; inconclusive = no clear call, values can overlap the other calls;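 note: 0% = median of the plate's neutral control wells and 100% = double that signal; a rise in the Bmi1 reporter signal indicates esBAF inhibition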
Casp6 inh = caspase-6 (human) enzyme inhibition | P55212 | 0.53% of 350,000 active | purified caspase-6, Z-VEID-R110 cleavage fluorescence | inhibition, % at 12.5 µM;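 active = mean inhibition across replicates at least about 35%, with every replicate also reaching that limit, limit read from the data; inconclusive = only one of the two criteria met; inactive = neither criterion met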;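 note: 0% = median of neutral control wells and 100% = no fluorescence left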
Starred values were filed as active, the others as inactive.

How did FC(F)(F)c1cc(CO[C@@H]2CCCN[C@@H]2c2ccccc2)cc(C(F)(F)F)c1 do in these assays?
PglD inh: 0; RAD54 branch: 10; ERp5 block: -4; ARNT-TACC3 inh: -7; RAD52 inh: 38; E-sel inducer: 1.8; esBAF inh: -9; Casp6 inh: 12

How did COC(=O)c1sc(NC(=O)CSc2nnnn2-c2cccc(OC)c2)nc1C do in these assays?
PglD inh: -2; RAD54 branch: -5; ARNT-TACC3 inh: -5; esBAF inh: -2

How did CO[C@H]1CN(C)C(=O)c2ccc(NC(=O)c3nc4ccccc4s3)cc2OC[C@H](C)NC[C@H]1C do in these assays?
PglD inh: 1; RAD54 branch: 15; ERp5 block: -4; ARNT-TACC3 inh: 3; RAD52 inh: 19; E-sel inducer: -0.2; esBAF inh: -2

How did Nc1ncnc2c1ncn2C1OC(COP(=O)(O)O)C(O)C1O (centres undefined) do in these assays?
PglD inh: -6; RAD54 branch: 2; ERp5 block: -2; ARNT-TACC3 inh: -1; RAD52 inh: -9; E-sel inducer: 0.1; esBAF inh: 3

How did COc1ccc(OC)c(NC(=O)Cc2ccc(NC3=NC4CS(=O)(=O)CC4S3)cc2)c1 (centres undefined) do in these assays?
PglD inh: 5; RAD54 branch: -9; ERp5 block: -8; ARNT-TACC3 inh: -2; RAD52 inh: -5; E-sel inducer: -0.7; esBAF inh: 3; Casp6 inh: 1

What do the screens show for `Clc1ccc(OCCSCc2nc3ccccc3[nH]2)cc1`?
PglD inh: 4; RAD54 branch: -4; ARNT-TACC3 inh: -2; esBAF inh: 3

How did Cc1ccc(CCNC(=O)CCS(=O)(=O)c2cc3c(cc2C)NC(=O)CO3)cc1 do in these assays?
PglD inh: -2; RAD54 branch: 7; ERp5 block: -4; ARNT-TACC3 inh: -4; RAD52 inh: -11; E-sel inducer: 1.7; esBAF inh: -7; Casp6 inh: -2

How did CCOC(=O)c1sc(NC(=O)CCCCCN2C(=O)c3cccc4cccc(c34)C2=O)nc1C do in these assays?
PglD inh: -5; RAD54 branch: -8; ERp5 block: 4; ARNT-TACC3 inh: -3; RAD52 inh: -17; esBAF inh: -1; Casp6 inh: -2

How did COC(=O)CCC(=O)OC1(C)C(=O)C=C2C=C3CCCN3C=C2C1=O (centres undefined) do in these assays?
PglD inh: -2; RAD54 branch: -11; ERp5 block: -3; ARNT-TACC3 inh: 24; RAD52 inh: -7; E-sel inducer: -0.1

What do the screens show for `Cc1cccc(-c2ncc(CN3CCCC(CO)(Cc4ccccc4C)C3)cn2)c1` (centres undefined)?
ERp5 block: 1; ARNT-TACC3 inh: -2; RAD52 inh: -97; E-sel inducer: -0.2; Casp6 inh: -1

Results for Cc1ccc(S(=O)(=O)NCC[C@H]2CC[C@H](NC(=O)CCN3CCCCC3)[C@H](CO)O2)cc1 ?
PglD inh: 3; RAD54 branch: -1; ERp5 block: -1; ARNT-TACC3 inh: -4; RAD52 inh: -3; E-sel inducer: -0.3; esBAF inh: -6; Casp6 inh: -51

What do the screens show for `Cc1cc(Cl)ccc1NC(=O)CCN1C(=O)C2CCCCC2C1=O` (centres undefined)?
PglD inh: -4; RAD54 branch: 5; ERp5 block: 5; ARNT-TACC3 inh: 3; RAD52 inh: 6; E-sel inducer: 1.4; esBAF inh: 0; Casp6 inh: 5

Results for CCCNC(=O)CSc1nnc(-c2ccco2)n1C ?
PglD inh: -5; RAD54 branch: -2; ARNT-TACC3 inh: 4; esBAF inh: 0

How did COCc1cc([C@@H]2C[C@H]3CN(c4ccccc4)C(=O)[C@]34CCCN24)ccc1OC do in these assays?
ERp5 block: 1; ARNT-TACC3 inh: 7; RAD52 inh: -246; Casp6 inh: 3

What do the screens show for `CCOCCCNC(=O)C1CCN(c2cc(C)nc3c(-c4ccc(OC)c(OC)c4)c(C)nn23)CC1`?
PglD inh: -3; RAD54 branch: 7; ARNT-TACC3 inh: -6; esBAF inh: -5

What do the screens show for `COC(=O)CCC(=O)Nc1ccc(N=Nc2ccccc2)cc1`?
ERp5 block: -1; ARNT-TACC3 inh: 34; RAD52 inh: 0; E-sel inducer: 2.7; Casp6 inh: -4

What do the screens show for `Clc1ncnc2c1oc1ccccc12`?
PglD inh: 11; RAD54 branch: 6; ARNT-TACC3 inh: 2; E-sel inducer: -0.7; esBAF inh: 52*

How did COCOCCn1cc(CN2CCS(=O)(=O)N(Cc3ccc(-c4ccc(Cl)c(Cl)c4)cc3)C(C)C2=O)nn1 (centres undefined) do in these assays?
PglD inh: -3; RAD54 branch: -5; ERp5 block: -9; RAD52 inh: 0; E-sel inducer: -0.2; esBAF inh: 10; Casp6 inh: 0

Results for O=C(NC1CCCC1)c1ccc2c(c1)N(Cc1ccccc1)CCS2 ?
PglD inh: 2; RAD54 branch: -10; ERp5 block: 5; RAD52 inh: -6; E-sel inducer: -0.8; esBAF inh: 0; Casp6 inh: 3

How did Cn1c(SCC(=O)c2ccc(F)cc2)nnc1-c1ccccc1N do in these assays?
PglD inh: 0; RAD54 branch: -3; ARNT-TACC3 inh: 2; esBAF inh: 31

Part of the list above in order of length of the SMILES, ascending.
What do the screens show for `Clc1ncnc2c1oc1ccccc12`?
PglD inh: 11; RAD54 branch: 6; ARNT-TACC3 inh: 2; E-sel inducer: -0.7; esBAF inh: 52*

How did Cn1c(SCC(=O)c2ccc(F)cc2)nnc1-c1ccccc1N do in these assays?
PglD inh: 0; RAD54 branch: -3; ARNT-TACC3 inh: 2; esBAF inh: 31

What do the screens show for `Cc1cc(Cl)ccc1NC(=O)CCN1C(=O)C2CCCCC2C1=O` (centres undefined)?
PglD inh: -4; RAD54 branch: 5; ERp5 block: 5; ARNT-TACC3 inh: 3; RAD52 inh: 6; E-sel inducer: 1.4; esBAF inh: 0; Casp6 inh: 5

Later entries:
How did C[C@H](CO)N1C[C@H](C)[C@H](CN(C)S(=O)(=O)c2ccc(F)cc2)Oc2cc(C3=CCCCC3)ccc2S1(=O)=O do in these assays?
PglD inh: 3; RAD54 branch: 8; ERp5 block: 2; ARNT-TACC3 inh: -2; RAD52 inh: 6; E-sel inducer: -0.4; esBAF inh: 4; Casp6 inh: -3

How did CCOC(=O)Nc1ccc2c(CN3CCN(S(=O)(=O)c4ccccc4)CC3)cc(=O)oc2c1 do in these assays?
PglD inh: 2; RAD54 branch: 3; ARNT-TACC3 inh: 1; E-sel inducer: 0.1; esBAF inh: 8

How did O=c1ccc(Oc2nc(N3CCOCC3)nc(N3CCOCC3)n2)n[nH]1 do in these assays?
PglD inh: 8; RAD54 branch: 2; ARNT-TACC3 inh: 0; esBAF inh: 1

Results for CC(C)[C@H](NC(=O)c1ccccc1F)C(=O)Nc1cccc(S(=O)(=O)N2CCOCC2)c1 ?
PglD inh: 0; RAD54 branch: 4; ERp5 block: 2; RAD52 inh: 2; E-sel inducer: -1.7; esBAF inh: -5; Casp6 inh: 3

What do the screens show for `CC(=O)c1c(N)[nH]c(-c2ccccc2)nc1=S`?
PglD inh: -10; RAD54 branch: -1; ARNT-TACC3 inh: -10; esBAF inh: 14

What do the screens show for `COc1ccc(C(=O)N/C(=C\c2cn(C)c3ccccc23)C(=O)OCC(C)C)cc1`?
PglD inh: 9; RAD54 branch: -1; ERp5 block: 0; ARNT-TACC3 inh: -1; RAD52 inh: -5; Casp6 inh: -1

Results for CCCS(=O)(=O)N1CCCC(C(=O)N2CCOCC2)C1 (centres undefined) ?
PglD inh: -2; RAD54 branch: -8; ARNT-TACC3 inh: -2; esBAF inh: 1

How did O=C(C[C@@H]1CC[C@H]2[C@@H](COC[C@H](O)CN2Cc2cc(F)ccc2F)O1)NCc1ccc(F)cc1 do in these assays?
PglD inh: -1; RAD54 branch: 3; ERp5 block: 2; ARNT-TACC3 inh: -7; RAD52 inh: -2; E-sel inducer: 0.1; esBAF inh: -6; Casp6 inh: 0

Results for CCOC(=O)C1(C/C(C)=N/NC(N)=O)CC(C)OC1=O (centres undefined) ?
PglD inh: 5; RAD54 branch: inconclusive; ERp5 block: 2; ARNT-TACC3 inh: -12; RAD52 inh: -3; E-sel inducer: 1.1; esBAF inh: 3; Casp6 inh: -1

What do the screens show for `CCOc1ccccc1N1CCN(C(=O)CCNS(=O)(=O)c2ccccc2F)CC1`?
PglD inh: -2; RAD54 branch: 2; ERp5 block: -21; ARNT-TACC3 inh: 0; RAD52 inh: -12; E-sel inducer: -0.2; esBAF inh: 7; Casp6 inh: 1

Molecules listed so far with a furan ring, fused or not:
Results for CCCNC(=O)CSc1nnc(-c2ccco2)n1C ?
PglD inh: -5; RAD54 branch: -2; ARNT-TACC3 inh: 4; esBAF inh: 0

What do the screens show for `Clc1ncnc2c1oc1ccccc12`?
PglD inh: 11; RAD54 branch: 6; ARNT-TACC3 inh: 2; E-sel inducer: -0.7; esBAF inh: 52*

Following part.
How did O=C1CC(N2CCN(C3CC(=O)N(CCc4ccccc4)C3=O)CC2)C(=O)N1CCc1ccccc1 (centres undefined) do in these assays?
PglD inh: 0; RAD54 branch: 6; ARNT-TACC3 inh: -3; esBAF inh: 1

What do the screens show for `Cc1cccc(OCc2nnc(SCC(=O)N(C(C)C)C(C)C)n2Cc2ccco2)c1C`?
PglD inh: -1; RAD54 branch: 2; ARNT-TACC3 inh: 8; esBAF inh: 3

What do the screens show for `CC1(C(=O)NS(=O)(=O)c2ccc(Br)cc2)CCN1C(=O)Cc1ccsc1` (centres undefined)?
PglD inh: -8; RAD54 branch: -7; ERp5 block: 4; RAD52 inh: -6; E-sel inducer: -0.2; esBAF inh: -1; Casp6 inh: -1

Results for CC(C)NC(=O)N(C)C[C@H]1OCCCC[C@H](C)Oc2ccc(NC(=O)Nc3ccc(C(F)(F)F)cc3)cc2C(=O)N([C@H](C)CO)C[C@H]1C ?
PglD inh: -2; RAD54 branch: 2; ERp5 block: 7; ARNT-TACC3 inh: 10; RAD52 inh: -12; esBAF inh: -1; Casp6 inh: 2

How did COc1ccccc1NS(=O)(=O)c1cc2c(cc1C)NC(=O)CO2 do in these assays?
PglD inh: -3; RAD54 branch: -9; ERp5 block: -1; ARNT-TACC3 inh: -1; RAD52 inh: -13; E-sel inducer: -1.3; esBAF inh: -2; Casp6 inh: 0

What do the screens show for `CCCOc1cc(C)nc(-c2ccccc2O)n1`?
PglD inh: 1; RAD54 branch: 3; ARNT-TACC3 inh: 2; esBAF inh: -3

What do the screens show for `Cc1cc(C=O)c(C)n1-c1ccc2c(c1)OCO2`?
ERp5 block: 3; ARNT-TACC3 inh: -1; RAD52 inh: -14; Casp6 inh: 0

Results for O=C(NCc1ccccc1)c1ccc([N+](=O)[O-])cc1 ?
ERp5 block: 4; RAD52 inh: -14; E-sel inducer: 0.4; Casp6 inh: -2

How did CCOC(=O)c1sc(NC(=O)CSc2nnnn2-c2ccc(C)c(C)c2)nc1C do in these assays?
PglD inh: 0; RAD54 branch: 0; ARNT-TACC3 inh: 3; esBAF inh: 4

How did Cc1cc(C)n(CC(=O)N2CCCC(N3CCN(c4cccc(C(F)(F)F)c4)CC3)C2)n1 (centres undefined) do in these assays?
PglD inh: 1; RAD54 branch: -4; ERp5 block: 1; ARNT-TACC3 inh: 0; RAD52 inh: 0; E-sel inducer: -1.5; esBAF inh: -1; Casp6 inh: -1
